GlmU inhibition = inhibition of mycobacterial GlmU enzyme – biochemical, glucosamine-1-phosphate acetyltransferase (AID 1376). 220,000 tested, 0.25% active. M. tuberculosis GlmU acetyltransferase enzyme assay; higher % means a stronger effect. inhibition, %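 (tested at 30 µM in the primary screen)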, or IC50 in µM where a hit was titrated; in the data active means inhibition above about 13%;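 further: 0% = complete reaction with vehicle and 100% = reaction without substrate; strong numbers were not always called active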
Mtb RmlCD inh = blocks M. tuberculosis RmlC and RmlD coupled enzymes | RmlC+RmlD coupled enzyme assay, percent inhibition; primary screen in compound mixtures | 160,000 tested, 0.03% active | P9WH09+P9WH11 | inhibition, % at 3.6 µM | AID 1533; in the data active means inhibition mostly above about 34%, no sharp cut-off; further: some results filed as inactive read as strong as hits
Target sequence (P9WH09 whole entry, looked up): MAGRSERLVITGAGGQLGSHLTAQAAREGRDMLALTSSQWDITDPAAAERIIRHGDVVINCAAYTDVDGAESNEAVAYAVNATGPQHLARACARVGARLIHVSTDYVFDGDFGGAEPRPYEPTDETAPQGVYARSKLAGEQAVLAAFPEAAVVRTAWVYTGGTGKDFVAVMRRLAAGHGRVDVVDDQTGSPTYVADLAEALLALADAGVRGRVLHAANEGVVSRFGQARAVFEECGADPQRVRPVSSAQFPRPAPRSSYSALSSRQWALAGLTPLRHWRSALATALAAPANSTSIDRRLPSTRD
Target sequence (P9WH11 whole entry, looked up): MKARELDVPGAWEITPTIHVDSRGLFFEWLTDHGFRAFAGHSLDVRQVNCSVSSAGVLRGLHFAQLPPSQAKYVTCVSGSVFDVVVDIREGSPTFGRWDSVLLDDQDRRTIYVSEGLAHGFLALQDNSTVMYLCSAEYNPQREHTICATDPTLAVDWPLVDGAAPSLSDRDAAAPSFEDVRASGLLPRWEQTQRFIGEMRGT
Starred values were filed as active, the others as inactive; · = no result given. Some of the compounds tested; count on the stated rates, not on these rows.

[1] CC(=O)O[C@]1(C(C)=O)CC[C@H]2[C@@H]3C=C(Cl)C4=CC(=O)[C@@H]5C[C@@H]5[C@]4(C)[C@H]3CC[C@@]21C
  GlmU inhibition = -4.2%	Mtb RmlCD inh = ·
[2] Cc1cc(C)nc(/N=C(\N)Nc2ccc(S(N)(=O)=O)cc2)n1
  GlmU inhibition = 1.1%	Mtb RmlCD inh = 11
[3] CN(C)CCCN1c2ccccc2Sc2ccccc21
  GlmU inhibition = -0.8%	Mtb RmlCD inh = ·
[4] CC(C)Cc1ccc([C@H](C)C(=O)O)cc1
  GlmU inhibition = -3.8%	Mtb RmlCD inh = ·
[5] C[C@]12CC[C@H]3[C@@H](CCC4=CC(=O)CC[C@@]43C)[C@@H]1CC[C@@H]2C(=O)CO
  GlmU inhibition = -4.7%	Mtb RmlCD inh = ·
[6] CC(=O)[C@H]1CC[C@H]2[C@@H]3C[C@H](C)C4=CC(=O)CC[C@]4(C)[C@H]3[C@@H](O)C[C@]12C
  GlmU inhibition = -3.0%	Mtb RmlCD inh = ·
[7] Cc1nnc(NS(=O)(=O)c2ccc(N)cc2)s1
  GlmU inhibition = 2.0%	Mtb RmlCD inh = ·
[8] NC(=O)NC(CCC(=O)O)C(=O)O (stereo unspecified)
  GlmU inhibition = 4.3%	Mtb RmlCD inh = ·
[9] CCCOc1ccccc1-c1nc2n[nH]nc2c(=O)[nH]1
  GlmU inhibition = -1.7%	Mtb RmlCD inh = ·
[10] O=C1NCC2(CCN(CCc3ccccc3)CC2)O1
  GlmU inhibition = 1.2%	Mtb RmlCD inh = ·

Single records (already shown). Order of values: GlmU inhibition, Mtb RmlCD inh
`NC(=O)NC(CCC(=O)O)C(=O)O` (stereo unspecified) across the screens: 4.3%, ·
`CC(=O)O[C@]1(C(C)=O)CC[C@H]2[C@@H]3C=C(Cl)C4=CC(=O)[C@@H]5C[C@@H]5[C@]4(C)[C@H]3CC[C@@]21C` across the screens: -4.2%, ·
`CC(C)Cc1ccc([C@H](C)C(=O)O)cc1` across the screens: -3.8%, ·
`Cc1nnc(NS(=O)(=O)c2ccc(N)cc2)s1` across the screens: 2.0%, ·
`Cc1cc(C)nc(/N=C(\N)Nc2ccc(S(N)(=O)=O)cc2)n1` across the screens: 1.1%, 11
